Screening data: PubChem BioAssay, several laboratories
SMARCA2 activ: SMARCA2 (BRM) function activators, primary screen, cell-based, luminescence, high throughput. activation, % at 9.1 µM. actives 1% (n = 370,000). MG213 cells, MMTV-luciferase reporter, dexamethasone, overnight; in the data active = activation above about 7.8%;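 also: 0% = vehicle wells and 100% = reference activator wells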
FXN GAA850 act: FXN promoter activators, primary screen, cell-based, luciferase luminescence, HEK293 lucGAA850. HEK293 lucGAA850 FXN promoter luciferase reporter, 24 h; percent of 10 µM SAHA response. actives 0.56% (n = 360,000). AID 540364, 2011. activation, % at 6 µM;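 active = activation above the average of all compounds screened plus 3 SD, cutoff fixed separately per campaign, cut at about 7.5% in these data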;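 also: 0% = DMSO wells and 100% = 10 µM SAHA wells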
hcDAF12 agonist: H. contortus DAF-12 nuclear receptor activators, primary screen, cell-based, luminescence, HEK293, lit1-tk-luc reporter. HEK293 hcDAF-12 lit1-tk-luc reporter; 0% DMSO, 100% Δ7-dafachronic acid. activation, % at 6.8 µM. actives 1.4% (n = 370,000);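 active = activation above the mean of all tested compounds plus 3 SD, cut at about 5.5% in these data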;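 also: 100% = response to 3 µM Δ7-dafachronic acid high control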
HGIII-sPLA2 inh: human group III sPLA2 inhibitors, primary screen, biochemical, QFRET, BODIPY PC-A2 liposome substrate; Group 3 secretory phospholipase A2 (Homo sapiens), Q9NZ20; QFRET BODIPY PC-A2 liposome hydrolysis, fluorescence; inhibition, % at 12.2 µM; actives 0.56% (n = 370,000); AID 743126, 2013;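 active = inhibition above mean plus 3 SD of compounds lying within the high and low control bounds, cut at about 19% in these data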;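 also: 0% = median of test compound wells and 100% = no enzyme DMSO wells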
Target sequence (Q9NZ20 whole entry, looked up): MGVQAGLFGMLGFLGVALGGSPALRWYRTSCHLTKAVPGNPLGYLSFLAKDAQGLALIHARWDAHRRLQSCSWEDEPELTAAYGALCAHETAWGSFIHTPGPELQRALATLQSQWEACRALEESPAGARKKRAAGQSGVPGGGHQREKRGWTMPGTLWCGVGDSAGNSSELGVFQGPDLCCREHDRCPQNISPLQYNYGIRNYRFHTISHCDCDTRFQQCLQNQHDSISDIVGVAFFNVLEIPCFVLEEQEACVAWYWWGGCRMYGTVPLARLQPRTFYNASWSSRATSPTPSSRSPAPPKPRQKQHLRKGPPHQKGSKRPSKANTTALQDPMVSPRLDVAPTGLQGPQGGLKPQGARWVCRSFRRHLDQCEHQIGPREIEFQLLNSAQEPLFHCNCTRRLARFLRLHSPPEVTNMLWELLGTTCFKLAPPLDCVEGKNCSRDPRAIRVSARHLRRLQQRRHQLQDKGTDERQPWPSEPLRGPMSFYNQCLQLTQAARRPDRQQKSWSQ
hgDAF12 agonist: H. glycines DAF-12 receptor agonists, primary screen, cell-based, luminescence, HEK293, GAL4 fusion, UAS-luciferase. Nuclear hormone receptor DAF-12 (Heterodera glycines), GAL4 fusion. actives 1.8% (n = 370,000). activation, % at 6.8 µM. HEK293 GAL4-hgDAF12 UAS-luciferase reporter, agonist luminescence; normalized to butyrate control;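 active = activation above a cutoff set at the mean of all screened compounds plus 3 SD, cut at about 10% in these data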;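 also: 0% = DMSO wells and 100% = sodium butyrate wells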
ssDAF12 agonist: S. stercoralis DAF-12 nuclear receptor activators, primary screen, cell-based, luminescence, HEK293, GRIP1 co-expression, lit1-tk-luc. Nuclear hormone receptor DAF-12 (Strongyloides stercoralis). HEK293 ssDAF-12/GRIP1 lit1-tk-luc reporter; % of 3 µM dafachronic acid response. activation, % at 6.8 µM. actives 1% (n = 370,000). AID 652126, 2013;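 active = activation above the mean over all tested compounds plus 3 SD, cut at about 0.9% in these data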;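 also: 0% = DMSO-only wells and 100% = 3 µM delta7-dafachronic acid wells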
KLK7 zymogen act: proKLK7 zymogen activators, primary screen, biochemical, fluorescence intensity; purified proKLK7, EDANS-DABCYL substrate fluorescence; 100% is mature enzyme control, 0% vehicle; activation, % at 7 µM; actives 0.9% (n = 370,000);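 active = activation above the mean of all tested compounds plus 3 SD, computed per campaign excluding outliers beyond control limits, cut at about 13% in these data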
Target sequence (P49862 whole entry, looked up): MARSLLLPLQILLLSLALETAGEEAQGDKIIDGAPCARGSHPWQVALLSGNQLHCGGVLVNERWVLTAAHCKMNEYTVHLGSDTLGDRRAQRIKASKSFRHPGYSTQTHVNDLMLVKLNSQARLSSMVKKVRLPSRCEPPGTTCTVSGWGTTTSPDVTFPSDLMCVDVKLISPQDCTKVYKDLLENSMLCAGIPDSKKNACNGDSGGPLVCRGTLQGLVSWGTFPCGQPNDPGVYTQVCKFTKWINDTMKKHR
DAX1 inh-1: DAX1 (NR0B1) inhibitors on StAR promoter, primary screen, cell-based, luminescence, SF-1 (NR5A1), full-length DAX-1. HEK293T StAR-luciferase reporter, SF-1/DAX-1 repression relief. inhibition, % at 6.8 µM. actives 1.1% (n = 370,000). AID 652010, 2013;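 active = inhibition above the mean over all tested compounds plus 3 SD, cut at about 3.6% in these data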;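 also: 0% = DAX-1 cells with DMSO and 100% = cells lacking DAX-1 with DMSO; higher inhibition means more luminescence from relief of DAX-1 repression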
NPR1 activator: GC-A stimulated cGMP production enhancers – HEK293 GC-A cells, cGMP TR-FRET, EC30 ANP, primary screen. actives 0.14% (n = 370,000). 0% at EC30 ANP, 100% saturating ANP. activation, % at 10 µM. Atrial natriuretic peptide receptor 1 (Homo sapiens), P16066; in the data active = activation above about 40%
GC-B act: human GC-B receptor activators, primary screen, HEK293 GC-B cells, cGMP TR-FRET, EC30 CNP; Atrial natriuretic peptide receptor 2 (Homo sapiens), P20594; activation, % at 10 µM; 0% at EC30 CNP, 100% saturating CNP; actives 0.11% (n = 370,000); AID 1920062, 2024;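 active = activation at 10 µM reaching about 35% in either raw or pattern-adjusted values, limit read from the data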
DAX1 inh-2: DAX1 (NR0B1) inhibitors, primary screen, cell-based, HEK293, Gal4-DAX1, luciferase luminescence. inhibition, % at 6.75 µM. HEK293 Gal4-DAX1 luciferase reporter. actives 0.99% (n = 340,000). Nuclear receptor subfamily 0 group B member 1 (Homo sapiens), P51843. AID 504766, 2011;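 active = inhibition above the mean over all tested compounds plus 3 SD, cut at about 4.2% in these data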;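 also: 0% = DAX1-transfected cells with DMSO and 100% = empty-vector control cells with DMSO; inhibition shows as a rise in luminescence from relieved DAX1 repression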
Target sequence (P51843 207-470 limits assumed): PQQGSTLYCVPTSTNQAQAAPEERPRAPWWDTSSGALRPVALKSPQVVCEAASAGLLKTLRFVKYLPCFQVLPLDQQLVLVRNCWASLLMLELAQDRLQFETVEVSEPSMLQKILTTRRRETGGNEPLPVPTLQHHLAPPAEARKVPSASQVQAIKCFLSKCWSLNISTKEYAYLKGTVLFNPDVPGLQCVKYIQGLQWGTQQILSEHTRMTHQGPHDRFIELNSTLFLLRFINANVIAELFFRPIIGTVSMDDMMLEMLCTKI
Starred values were filed as active, the others as inactive; nt = no result given.

SMILES	SMARCA2 activ	FXN GAA850 act	hcDAF12 agonist	HGIII-sPLA2 inh	hgDAF12 agonist	ssDAF12 agonist	KLK7 zymogen act	DAX1 inh-1	NPR1 activator	GC-B act	DAX1 inh-2
CCN1CCN(CNC(=O)c2cnccn2)CC1	0	1.2	-1.0	6	1.9	-1.3	0.0	0.3	1	-1	0.1
CC(C)CCOc1ccc(CO[C@@H]2[C@H]3OC(C)(C)O[C@H]3O[C@@H]2C(O)CO)cc1 (some centres not stated)	-4	-0.8	-1.5	9	0.9	-0.8	-0.5	-0.2	4	0	0.9
COc1ccc(C2(O)CN(c3ccccc3)C3=[N+]2CCS3)cc1OC (configuration not stated)	-3	0.1	-0.2	-15	-0.1	-1.7	-0.3	-0.1	-1	-8	0.1
O=C(COC(=O)c1cc(F)c(F)cc1Cl)NC1CC1	1	0.4	-2.3	3	-3.8	-0.7	0.0	-0.8	4	-1	-0.6
O=c1[nH]ncc(NCCc2ccccc2)c1Cl	-2	1.2	-1.6	-1	2.9	-1.6	0.2	0.5	0	-2	-0.6
O=C(Oc1nsnc1N1CCOCC1)N(c1ccccc1)c1ccccc1	-3	-0.7	0.8	-3	-3.1	-1.1	-0.3	-0.1	-19	-21	-2.3
CCCCSc1nc2ccc(Nc3nc(N4CCOCC4)nc(N4CCOCC4)n3)cc2s1	0	0.1	-0.7	-7	1.6	-1.3	-0.2	-0.2	-4	-10	-0.7
COc1cc(OC)c(OC)cc1CNC(=O)c1ccc(S(=O)(=O)N2CC(C)OC(C)C2)cc1 (configuration not stated)	-2	-1.1	-0.5	7	0.3	-1.4	-0.7	-2.1	-3	1	-0.5
Cc1c(C(=O)N2CCN(c3ccccc3F)CC2)oc2c1C(=O)CC(C)(C)C2	0	0.5	-2.4	-1	-1.1	-1.6	0.0	-1.4	-2	3	0.4
COc1ccc(NC(=S)N2CCN(S(=O)(=O)c3ccc(C)cc3)CC2)cc1	3	-0.3	2.0	0	-0.6	-0.5	0.0	0.2	0	3	0.0
CCC(C)n1c(SCC(=O)NC(=O)Nc2ccc3c(c2)OCCO3)nc2ccccc2c1=O (configuration not stated)	-2	-0.1	-0.9	-2	-0.7	-1.0	-0.9	0.4	-1	0	0.2
O=C(NCc1ccco1)C1CCN(C(=O)c2cc3sccc3n2Cc2ccc(F)cc2)CC1	-3	-1.6	-3.3	-24	-4.1	-1.8	0.5	-1.1	-1	-10	-0.9
CCOc1ccc(S(=O)(=O)N2CCC(C(=O)OCc3ccc(OC)cc3)CC2)cc1	-2	-0.8	-1.6	-5	1.4	-1.6	0.5	-1.9	-1	-3	1.2
NC(=O)N=Nc1c(O)n(Cc2ccccc2)c2ccc(Br)cc12	0	2.5	-0.7	-6	-1.7	-1.6	0.3	-0.6	-17	-7	0.1
CCOC(=O)c1ccc(NC(=O)CSc2nnc(-c3ccncc3)n2C)cc1	4	-0.4	-0.6	2	4.7	-1.1	0.1	0.3	0	-1	0.1
Nn1c(SCC(=O)Nc2ccc(N3CCOCC3)cc2)nnc1C1CC1	-1	1.9	3.5	12	4.6	-0.6	0.1	-0.7	-1	1	0.7
CCc1n(CC(O)COCc2ccccc2)c2ccccc2[n+]1C (configuration not stated)	1	-0.6	-0.6	4	-0.6	-1.9	0.4	0.7	0	3	2.6
CC1CCN(C(=O)c2ccccc2NC(=O)c2cccs2)CC1	-1	-2.6	0.3	7	5.1	-0.9	0.2	-1.1	-1	0	0.5
O=C(Cc1cccs1)Nc1ccc(S(=O)(=O)N2CCCC2)cc1	2	0.5	0.8	-4	2.2	-0.7	-0.3	0.2	-5	-3	-0.2
Cc1nn(S(=O)(=O)N(C)C)c(C)c1CN1C(=O)c2ccccc2C1=O	4	1.9	0.5	1	-1.6	-0.9	-0.2	-0.2	-1	2	0.4
O=C1CCC(C(=O)N2CCCC(N3CCN(c4cccc(C(F)(F)F)c4)CC3)C2)=NN1 (configuration not stated)	-1	1.1	-0.1	-4	-1.5	-0.6	0.0	-0.2	4	0	0.2
COc1ccc(C(=O)NC(=S)Nc2cccc(NC(=O)c3ccco3)c2)cc1[N+](=O)[O-]	-3	-1.9	0.0	28*	-2.2	-1.3	-0.2	-0.5	0	3	0.0
O=C(NCc1cccnc1)C12CC3CC(CC(Cl)(C3)C1)C2	-1	-1.0	-2.0	2	-3.2	-0.6	-0.3	0.1	0	8	-0.3
O=S1(=O)c2c(cccc2N2CCSCC2)Oc2ccccc2CN1Cc1cn(Cc2ccc(C(F)(F)F)cc2)nn1	-3	nt	-1.4	-11	-0.9	-0.5	-1.8	-1.7	3	4	nt
COC(=O)c1ccccc1NC(=O)CC(NCc1ccccc1)C(=O)O (configuration not stated)	-2	nt	-1.1	6	-0.2	-0.5	-0.2	-0.2	1	3	nt
Cc1ccsc1/C=N/NC(=O)C1C(=O)NCC1c1ccccc1 (configuration not stated)	2	nt	0.5	4	-0.1	-1.6	0.1	0.3	-1	-2	nt
Cc1cc2nc(C)c(Cc3ccccc3)c(=O)n2[nH]1	0	0.7	-0.4	13	0.4	-1.7	1.6	-0.2	1	3	0.5
CC1CCN(C(=O)C2COc3ccccc3O2)CC1 (configuration not stated)	0	0.1	-1.0	9	0.6	0.1	0.4	0.1	2	3	-0.3
Cn1c(=O)c2c(n(C)c1=O)n(C)c(=O)n2C	1	-0.9	-0.5	0	1.5	-1.3	0.8	0.5	3	5	nt
O=C(NC(Cc1ccccc1)C(=O)O)/C(=C/c1ccc(Cl)cc1)NC(=O)c1ccco1 (configuration not stated)	-2	-2.1	-2.7	-2	-1.7	-1.2	0.2	-0.1	1	2	0.6
Cc1nc([N+](=O)[O-])c(NCCCO)n1Cc1ccccc1	2	-1.6	-0.4	2	1.9	-0.7	0.6	0.7	1	-2	0.5
O=C(CN1C(=O)S/C(=C\C=C\c2ccccc2)C1=O)N1CCOCC1	-4	3.2	-0.7	-11	0.5	-0.2	0.5	1.0	-1	-2	nt
CC(C)C(NC(=O)C1CCC(C(C)(C)C)CC1)C(=O)NCCc1ccc(S(N)(=O)=O)cc1 (configuration not stated)	-4	-1.9	-0.4	3	2.2	-1.4	-0.2	0.3	-1	7	2.0
COc1ccc(-c2cc(NCCc3ccncc3)n3ncnc3n2)cc1	-4	0.5	-0.3	7	-1.6	-0.8	-0.8	-0.4	-2	-3	0.2
CCCN1Cc2cccc(C(=O)NC(CC(=O)OCC)c3ccc(OCC)c(OC)c3)c2C1=O (configuration not stated)	-1	1.8	-0.4	-2	-1.0	-1.9	-0.1	-0.9	12	9	-1.0
COc1ccc(OCCSc2nnc(-c3ccoc3C)n2C)cc1	-2	-0.2	-1.2	1	-0.7	-1.3	-0.7	-0.2	4	-6	0.8
Cc1ccc(NC(=S)N(CCN2CCOCC2)Cc2ccccc2F)cc1Cl	-4	-0.2	-1.6	6	-0.4	-1.7	0.3	-0.3	-1	2	0.5
C=CCNS(=O)(=O)c1cc2c3c(c1)CCN3C(=O)CC2	-2	0.5	2.6	4	-2.1	-1.5	-0.6	0.3	0	8	1.0
CC(=O)Nc1ccc(N2CCC(C)CC2)c([N+](=O)[O-])c1	-1	0.4	0.2	3	4.3	-1.5	-0.2	-0.1	-2	-5	-0.5
NC(=O)C1CCN(CC(=O)Nc2cc(S(=O)(=O)N3CCOCC3)ccc2N2CCCC2)CC1	2	2.6	-0.9	2	1.6	-1.7	0.5	0.7	1	5	-0.4
COc1ccc(CC(N)c2csc(NC(=O)Nc3ccccc3C(C)C)n2)cc1 (configuration not stated)	-4	-0.4	-0.5	11	0.1	-1.4	-0.1	-0.6	-14	-3	nt
NNC(=S)Nc1ccc(Cl)cc1	-1	2.7	0.7	5	3.2	0.1	-0.2	0.0	-2	2	-0.8
COCCNC(=O)/C(C#N)=C/c1c(N2CCN(c3ccccc3)CC2)nc2c(C)cccn2c1=O	-1	1.1	3.0	-6	0.3	0.1	11	-0.2	6	0	-1.2
N#CCCn1c(Cl)nc2ccccc21	0	-0.7	-0.9	-6	-2.2	-1.6	0.1	0.5	-2	-3	0.7
Cc1ccnc(NS(=O)(=O)c2ccc(N)cc2)n1	-3	-0.8	-0.6	-1	-0.5	-1.2	0.7	-1.5	0	1	-1.1
CCC(=O)N(C)C[C@@H]1Oc2ncc(Br)cc2C(=O)N([C@@H](C)CO)C[C@H]1C	-2	0.7	0.1	2	-0.1	-0.2	0.2	0.1	-1	-2	1.9
CCc1cc(CNC(=O)C2CCC(=O)N(Cc3ccc(Cl)cc3)C2)on1 (configuration not stated)	-1	0.1	1.4	2	0.7	-1.3	0.3	0.1	0	7	-0.2
COc1ccccc1-n1c(CNC(=O)c2ccco2)nnc1SCC(=O)Nc1nccs1	1	0.8	-0.3	-3	-1.3	-0.8	-0.2	0.4	2	-2	1.9
CCN(Cc1ccccc1)C(=O)CCc1nnc(CCCc2ccccc2)o1	8	1.4	0.6	-6	4.6	-0.5	0.1	0.2	2	-2	0.1
CC(C)CC(=O)c1c[nH]c(C(=O)NCCc2ccccn2)c1	-4	-0.2	0.3	-4	0.3	-0.9	0.4	0.0	1	2	1.7
C[C@]1(C(=O)NCCc2c[nH]c3ccccc23)C=C[C@@H](Cc2ccccc2)N1C(=O)c1ccccc1	1	-1.1	0.4	-69	-0.4	0.0	0.5	-0.1	-9	-14	0.1
CC(Sc1nnc(N)s1)C(=O)Nc1ccc2c(c1)OCCO2 (configuration not stated)	-1	0.8	0.4	3	1.0	-0.5	-0.8	-0.3	4	6	0.9

A few values from the entries so far:
CC(C)CC(=O)c1c[nH]c(C(=O)NCCc2ccccn2)c1 in DAX1 inh-1 reads 0.0
C[C@]1(C(=O)NCCc2c[nH]c3ccccc23)C=C[C@@H](Cc2ccccc2)N1C(=O)c1ccccc1 in hgDAF12 agonist reads -0.4
